AddAB inh: less growth of phage-infected E. coli with AddAB. E. coli expressing H. pylori AddAB, absorbance growth. inhibition, % at 11.9 µM. 0.29% of 330,000 active. AID 435030; in the data active = inhibition above about 12%;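 note: 0% = vehicle wells of infected cells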
Mot1-301 SUMO: inhibitors of SUMOylation pathway: yeast Mot1-301 growth rescue. S. cerevisiae Mot1-301 growth rescue, ATP luminescence, 38.5C; percent above DMSO median, 100 means doubled. growth rescue, % at 18.8 µM. 1% of 320,000 active;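 active = every valid replicate shows activation above 250% relative to neutral control wells; inactive = the rest, any valid replicate at or below 250%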;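 note: OY570 slx delta 5 strain wells were the positive control but not used for scaling; some compounds called inactive have numbers as strong as hits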
PKA-R1A act: activators of PKA-R1A complex | P00514+P68181 | PKA-R1A dissociation, Cy5-IP20 fluorescence polarization; scaled: DMSO 0%, 113 µM cGMP 100% | activation, % at 11.4 µM | 0.083% of 340,000 active;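 active = percent activation above the mean of all tested compounds plus 3 SD, cut at about 19% in these data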;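 note: higher means more PKAc released from R1A so a rise in polarization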
Tat transport: E. coli Tat transport inhibition; E. coli MC4100 TorA-mCherry Tat export, fluorescence; inhibition, % at 10 µM; 0.036% of 340,000 active;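 active = mean replicate inhibition at least 50% and at least half of replicates individually reaching 50%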;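 note: exported cargo escapes ClpAP degradation while cytoplasmic cargo is degraded and loses fluorescence; 0% = median of neutral control wells and 100% = median of NaSCN control wells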
E coli growth: reduces bacterial viability in AddAB counter-screen; E. coli V3065 growth, OD600 absorbance, 18 h; inhibition, % at 11.9 µM; 0.27% of 330,000 active;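 active = inhibition above the campaign's mean inhibition across all tested compounds plus 3 SD, cut at about 9.9% in these data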;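 note: uninfected addAB+ strain grown without phage in ampicillin broth; 0% = DMSO wells and 100% = ciprofloxacin 0.95 µg/ml wells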
phage Ecoli inh: E. coli growth loss with phage present. inhibition, % at 11.9 µM. growth absorbance. 0.26% of 360,000 active; in the data active = inhibition above about 11%
OPRM1-OPRD1 inv: mu-delta opioid heterodimer inverse agonism | cell-based MOR-DOR heterodimer luminescence | inhibition, % at 9.3 µM | 0.21% of 340,000 active | P35372+P41143; in the data active = inhibition above about 22%, passing the limit was not always enough;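 note: 0% = cells with DMSO and 100% = wells without cells with DMSO; values of inactives mirror those of a sister screen read the other way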
PfHsp90 yeast 2: growth inhibition of yeast expressing Plasmodium Hsp90; S. cerevisiae expressing PfHsp90, BacTiter-Glo ATP, 48 h; yeast lacking PDR1 and PDR3 efflux regulators; inhibition, % at 9.4 µM; 0.32% of 310,000 active; AID 504621;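 active = every replicate shows inhibition above about 80%, whatever the replicate mean, limit read from the data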;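 note: 0% = DMSO neutral controls and 100% = 20 µM radicicol positive controls; yeast relying on Plasmodium falciparum Hsp90 in place of its own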
MOR-DOR ag: OPRM1-OPRD1 heterodimerization agonism | cells, luminescence | activation, % at 9.3 µM | 0.3% of 340,000 active; in the data active = activation above about 18%;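 note: 0% = vehicle-treated cells and 100% = reference agonist; values of inactives mirror those of a sister screen read the other way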
Arr AP2 block: inhibitors of human beta-arrestin and AP2 interaction | FITC-arrestin peptide / GST-AP2 beads, flow cytometry; AP2 beta2 appendage carries R879A mutation | inhibition, % at 10 µM | 0.31% of 340,000 active | AID 504490;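 active = inhibition above a set limit, near 3 SD of compounds lacking own fluorescence, cut at about 54% in these data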;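 note: plate controls were DMSO wells for no effect and 5 µM unlabelled arrestin peptide for full effect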
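System: GST-AP2 R879A glutathione beads. Medium: PBS with 0.05% Tween 20 and 0.1% BSA. Also added: FITC-arrestin peptide, 50 nM. Incubation: 12 min plus 1 h, RT. Measured by: high-throughput flow cytometry of beads, ex 488, em 535 nm. Evaluation: percent drop in bead-associated FITC signal.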
DSG3 Ab inh: blocks pemphigus antibody binding to human desmoglein-3. P32926. DSG3-coupled beads, scFv-anti-DSG3-GFP binding, flow cytometry; stronger effect = lower value. binding (percent of control), % at 10 µM. 0.48% of 310,000 active. AID 588358;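 active = binding more than 3 SD below its plate's average and above zero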;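 note: hits lower antibody fragment binding to DSG3; some compounds called inactive have numbers as strong as hits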
Target sequence (P32926 whole entry, looked up, the tested form may be a part): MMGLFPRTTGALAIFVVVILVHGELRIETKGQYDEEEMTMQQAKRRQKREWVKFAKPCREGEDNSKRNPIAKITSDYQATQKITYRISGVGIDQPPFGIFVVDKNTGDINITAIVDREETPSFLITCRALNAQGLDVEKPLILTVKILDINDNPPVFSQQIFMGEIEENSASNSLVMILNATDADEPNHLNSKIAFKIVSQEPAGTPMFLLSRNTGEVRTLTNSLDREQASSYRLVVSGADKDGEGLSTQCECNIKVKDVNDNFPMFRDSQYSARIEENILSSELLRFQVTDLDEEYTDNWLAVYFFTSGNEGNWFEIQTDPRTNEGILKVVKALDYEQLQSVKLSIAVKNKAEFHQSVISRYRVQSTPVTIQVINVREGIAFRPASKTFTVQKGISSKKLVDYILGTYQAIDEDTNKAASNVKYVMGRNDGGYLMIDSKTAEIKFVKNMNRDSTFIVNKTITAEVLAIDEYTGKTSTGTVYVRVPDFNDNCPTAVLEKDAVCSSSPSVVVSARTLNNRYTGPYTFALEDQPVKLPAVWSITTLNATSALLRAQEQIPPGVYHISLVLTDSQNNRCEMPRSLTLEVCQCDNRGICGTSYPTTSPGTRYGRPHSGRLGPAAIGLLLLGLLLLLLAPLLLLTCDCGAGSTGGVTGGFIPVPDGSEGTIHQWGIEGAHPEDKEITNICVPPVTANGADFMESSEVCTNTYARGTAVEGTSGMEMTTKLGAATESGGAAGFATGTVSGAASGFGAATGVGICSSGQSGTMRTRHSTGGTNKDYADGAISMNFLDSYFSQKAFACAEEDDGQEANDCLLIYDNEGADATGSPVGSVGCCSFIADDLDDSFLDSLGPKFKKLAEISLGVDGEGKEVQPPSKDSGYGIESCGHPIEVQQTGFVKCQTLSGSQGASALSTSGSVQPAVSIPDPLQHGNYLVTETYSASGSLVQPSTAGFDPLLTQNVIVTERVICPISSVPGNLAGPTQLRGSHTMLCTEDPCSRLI
The depositor's hits bear a star; x = no result given.

SMILES	AddAB inh	Mot1-301 SUMO	PKA-R1A act	Tat transport	E coli growth	phage Ecoli inh	OPRM1-OPRD1 inv	PfHsp90 yeast 2	MOR-DOR ag	Arr AP2 block	DSG3 Ab inh
CC(C)(CN1CCN(Cc2ccccc2)CC1)NS(=O)(=O)c1ccc(Cl)cc1	0.2	18	4	3	-1.5	1.7	-31	-15	5.8	11	84
Cc1ccc(-c2c(C)sc(NC(=O)C3C4CCC(O4)C3C(=O)O)c2C(=O)OC(C)C)cc1 (stereo unspecified)	3.1	-11	-4	6	1.1	0.4	10	-15	-1.9	27	105
CCN(C(=O)COC(=O)c1cccc(S(=O)(=O)N2CCOCC2)c1)C1CCS(=O)(=O)C1 (stereo unspecified)	0.2	6	6	-4	1.1	-1.5	17	-9	-3.2	-5	101
Clc1ccc(-n2c(SC/C=C/c3ccccc3)nnc2-c2cccnc2)cc1	0.1	0	-2	25	0.7	-0.2	8	7	-1.6	9	98
Cc1c(C(=O)NCc2nnc(-c3ccccc3)o2)oc2c(F)cccc12	x	-9	-4	11	x	0.4	-5	14	0.9	-8	109
CC(=O)N1c2c(cc(Br)cc2S(=O)(=O)NCc2ccc(C)cc2)CC1C (stereo unspecified)	3.0	3	4	-2	-0.8	2.1	-2	-5	0.3	1	103
CC1CC(=O)N(CC(=O)Nc2ccc(Br)cc2)c2ccccc2S1(=O)=O (stereo unspecified)	3.9	9	3	6	0.4	0.9	16	-23	-3.1	-3	100
CC(Nc1nc(-c2ccc(F)cc2)cs1)c1nc2cc(Cl)c(Cl)cc2n1CCOCCO (stereo unspecified)	1.7	15	-10	-4	-0.6	-0.4	-8	1	1.5	27	100
c1ccc(-c2nc(CSc3nnnn3-c3ccccc3)cs2)cc1	2.1	211	-9	4	2.2	1.2	-18	0	3.1	27	99
O=C1CCN(S(=O)(=O)c2ccccc2)N1	1.1	155	0	-6	2.8	3.7	11	22	-1.7	27	98
O=C(CCC(=O)N/N=C/c1ccco1)N/N=C/c1ccco1	3.6	-36	x	x	3.4	3.0	x	x	x	4	101
Cc1ccc(C2CCN(C(=S)NC(C)(C)C)C2)cc1 (stereo unspecified)	-0.8	19	-2	-1	0.1	1.1	-8	-69	1.7	16	104
COc1cc(NC(=O)C2CC(c3ccc(Cl)cc3)=NO2)cc(OC)c1OC (stereo unspecified)	2.5	-7	2	-6	-3.8	2.5	5	-12	-0.9	-5	63*
Cc1cc(C(C)(C)C)oc1C(=O)N(CC(=O)NC1CCCC1)Cc1ccc(F)cc1	2.8	88	-1	-6	0.2	0.5	4	-1	-0.7	3	86
COc1ccc(CN=C(C#N)C2=C(O)c3ccccc3C2=O)cc1	-2.6	-11	-3	-7	-3.7	-4.6	8	1	-1.7	15	x
COc1ccc(C(=O)N/N=C/c2ccc(SC)cc2)cc1	3.8	29	-7	-9	2.4	1.9	2	7	-0.5	15	101
COc1ccc(-c2csc(N(C)C(=O)c3ccco3)n2)cc1	1.7	-14	8	-5	1.1	0.8	6	-14	-1.2	-16	86
COc1ccc(Nc2nnc(SCC(=O)c3cc(C)n(CC4CCCO4)c3C)s2)cc1 (stereo unspecified)	3.8	5	-16	-3	4.1	1.6	-6	31	1.1	0	103
CC(=O)c1cccc(N(CC(=O)NC2CCCCC2)C(=O)c2csnn2)c1	2.0	108	9	5	0.8	-0.6	14	-12	-2.7	-8	97
Cc1nc2ccccc2c2oc(C(=O)NCCCN3CCCC3=O)cc12	0.9	-24	-12	-2	-0.5	1.4	14	x	-2.8	26	107
C/C(=N\NS(=O)(=O)c1ccc(Cl)c([N+](=O)[O-])c1)c1ccc(C)o1	0.1	1	-10	-2	-1.5	4.3	16	41	-3.1	0	x
CCN(CC)CCNc1ncnc2c1sc1nc(N3CCOCC3)c3c(c12)CCCC3	0.4	-12	-3	20	-1.3	-0.8	9	-6	-1.6	33	103
CCOCCCNC(=O)c1ccc(NC(C)=O)cc1	1.1	17	-8	2	-0.6	-0.2	0	-2	0.0	1	96
CCOc1ccc(C(=O)Nc2nnc(NC(=S)Nc3ccccc3)s2)cc1	3.5	2	-2	9	1.1	1.9	13	-9	-2.8	14	x
Cc1cc2ccccc2c(=O)n1CC(=O)Nc1ccc2c(c1)OCCO2	-1.0	-13	-17	-7	-1.4	4.6	14	-7	-2.4	-2	106

The list goes on:
SMILES	AddAB inh	Mot1-301 SUMO	PKA-R1A act	Tat transport	E coli growth	phage Ecoli inh	OPRM1-OPRD1 inv	PfHsp90 yeast 2	MOR-DOR ag	Arr AP2 block	DSG3 Ab inh
COc1ccc(-c2cc(C#N)nc(N3CCN(c4ccccc4)CC3)n2)cc1	-0.2	425*	-24	-3	-2.8	3.0	6	-19	-1.1	12	108
CCCCNC(=O)c1ccccc1C(=O)NC1(C(=O)NCCCC)CCCC1	x	x	-6	1	x	2.4	1	-6	-0.1	10	121
C#Cc1ccc([C@H]2C=C(C(=O)N3CCOCC3)O[C@@H](OCC)[C@@H]2CCCO)cc1	4.2	10	-1	-2	0.7	1.4	18	-3	-3.2	24	100
Cc1ccc2nsnc2c1N(S(C)(=O)=O)S(C)(=O)=O	5.3	2	-13	6	1.6	3.8	-1	8	0.2	3	98
COCCN(Cc1cc2cc3c(cc2nc1Cl)OCO3)C(=O)c1cccc(C)c1	3.8	-16	12	2	0.6	2.3	6	-18	-1.1	22	104
Cn1cc(CCC(=O)N2CCCC(Nc3ccc(F)cc3)C2)cn1 (stereo unspecified)	-2.5	432	9	-4	-3.3	2.6	9	-18	-1.8	30	102
C[C@H](CO)N1C[C@H](C)[C@@H](CN(C)C(=O)Nc2ccc(C(F)(F)F)cc2)Oc2ccc(NC(=O)Nc3ccccc3)cc2C1=O	-0.3	-9	-1	12	-2.1	1.1	10	1	-2.1	4	99
CC(=O)c1c(C)[nH]c(C(=O)Nc2cccc(S(=O)(=O)N3CCCC3)c2)c1C	-2.1	3	2	6	-0.5	2.5	6	x	-1.1	1	93
CC(C)(C)n1ncc2c(=O)n(CC(=O)Nc3ccc4c(c3)OCCO4)cnc21	0.6	10	2	2	2.2	0.8	14	-12	-2.4	-4	111
CCCCCOc1ccc(Cn2ccnc2)cc1[N+](=O)[O-]	2.5	11	-3	0	-0.3	6.3	2	9	-0.2	-2	97
O=C(Nc1cccc(C(F)(F)F)c1)C1CCCN(c2ncccn2)C1 (stereo unspecified)	0.9	15	-10	5	-1.8	0.9	-7	x	1.4	9	99
COc1ccc(C(=O)Nc2ccccc2[N+](=O)[O-])cc1S(=O)(=O)N1CCOCC1	x	-14	-7	0	x	0.3	12	-13	-3.8	9	115
Cc1ccc(/C=C2\SC(=S)N(CCC(=O)NNS(=O)(=O)c3ccccc3)C2=O)cc1	-0.2	3	-6	-6	0.8	x	-25	3	4.5	-11	100
CCC(C)NC(=O)c1cn(C)c(=O)c2cc(OC)c(OC)cc12 (stereo unspecified)	0.0	-1	-11	-11	-0.2	2.5	12	x	-2.1	12	x
Cc1ccn2c(=O)nc(SCC(=O)Nc3cccc4ccccc34)nc2c1	2.6	-5	-5	-9	-0.3	3.6	5	27	-1.0	0	100
O=C(NNC(=O)C1CC1)c1cccc([N+](=O)[O-])c1	x	-3	-2	4	x	2.8	11	15	-1.9	1	125
O=C(NN1C(=O)C2C(C1=O)C1C=CC2C12CC2)c1ccccc1Cl (stereo unspecified)	1.1	-1	-17	2	1.5	0.1	7	1	-1.3	-1	90
NC(=O)c1nsc(C(=O)N(Cc2cccnc2)C(C(=O)NCc2ccc(F)cc2)c2ccc(O)cc2)c1N (stereo unspecified)	3.3	-20	-6	1	-1.8	-0.9	16	16	-2.9	-2	111
O=C(O)c1sccc1S(=O)(=O)N1CCOCC1	2.8	1	-11	-2	0.7	1.2	14	2	-3.5	-4	100
COC(=O)c1ccc(NC(=O)C(=O)c2cn(CC(=O)N3CCOCC3)c3ccccc23)cc1	3.2	1	-19	-7	-0.1	-0.2	18	5	-3.3	23	99
O=C(COc1ccc(Cl)cc1)Nc1cc2c3c(c1)CC(=O)N3CCC2	1.9	24	4	-2	1.1	3.4	-10	x	1.6	-3	102
CC1(C)Cc2ccccc2-c2nnc(SCc3ccc(C#N)cc3)n21	-0.5	6	0	8	0.0	0.3	11	x	-2.2	-7	98
Cc1cc([N+](=O)[O-])ccc1NC(=O)c1cc2ccccc2o1	-0.7	-9	1	9	-0.1	2.5	4	-2	-0.8	6	98
COC(=O)c1nn(-c2ccccc2)c(Cl)c1/C=N/OCc1ccc(C)cc1	0.9	1	-1	-3	-3.1	3.9	3	-6	-0.8	30	105
COc1ccc(C(=O)CSc2nnc(CN3CCCCC3)n2-c2ccc(F)cc2)cc1OC	1.9	-28	1	-2	-0.1	2.0	4	6	-0.7	41	x
Cc1ccc(CN2C(=O)CCC2C(=O)NCc2cccnc2)cc1 (stereo unspecified)	3.8	-18	-7	1	1.7	4.6	12	0	-2.2	11	x

Some of the entries so far, bar-delimited:
compound | AddAB inh | Mot1-301 SUMO | PKA-R1A act | Tat transport | E coli growth | phage Ecoli inh | OPRM1-OPRD1 inv | PfHsp90 yeast 2 | MOR-DOR ag | Arr AP2 block | DSG3 Ab inh
COc1ccc(-c2cc(C#N)nc(N3CCN(c4ccccc4)CC3)n2)cc1 | -0.2 | 425* | -24 | -3 | -2.8 | 3.0 | 6 | -19 | -1.1 | 12 | 108
CCCCNC(=O)c1ccccc1C(=O)NC1(C(=O)NCCCC)CCCC1 | x | x | -6 | 1 | x | 2.4 | 1 | -6 | -0.1 | 10 | 121
C#Cc1ccc([C@H]2C=C(C(=O)N3CCOCC3)O[C@@H](OCC)[C@@H]2CCCO)cc1 | 4.2 | 10 | -1 | -2 | 0.7 | 1.4 | 18 | -3 | -3.2 | 24 | 100
Cc1ccc2nsnc2c1N(S(C)(=O)=O)S(C)(=O)=O | 5.3 | 2 | -13 | 6 | 1.6 | 3.8 | -1 | 8 | 0.2 | 3 | 98
COCCN(Cc1cc2cc3c(cc2nc1Cl)OCO3)C(=O)c1cccc(C)c1 | 3.8 | -16 | 12 | 2 | 0.6 | 2.3 | 6 | -18 | -1.1 | 22 | 104
Cn1cc(CCC(=O)N2CCCC(Nc3ccc(F)cc3)C2)cn1 (stereo unspecified) | -2.5 | 432 | 9 | -4 | -3.3 | 2.6 | 9 | -18 | -1.8 | 30 | 102
C[C@H](CO)N1C[C@H](C)[C@@H](CN(C)C(=O)Nc2ccc(C(F)(F)F)cc2)Oc2ccc(NC(=O)Nc3ccccc3)cc2C1=O | -0.3 | -9 | -1 | 12 | -2.1 | 1.1 | 10 | 1 | -2.1 | 4 | 99
CC(=O)c1c(C)[nH]c(C(=O)Nc2cccc(S(=O)(=O)N3CCCC3)c2)c1C | -2.1 | 3 | 2 | 6 | -0.5 | 2.5 | 6 | x | -1.1 | 1 | 93
CC(C)(C)n1ncc2c(=O)n(CC(=O)Nc3ccc4c(c3)OCCO4)cnc21 | 0.6 | 10 | 2 | 2 | 2.2 | 0.8 | 14 | -12 | -2.4 | -4 | 111

Screening data as filed in PubChem.
